NPYLR7 agonist – activates Aedes aegypti NPYLR7 receptor; HEK293T NPYLR7/Galpha15, GCaMP6s calcium fluorescence; activation, % at 10 µM; actives 0.15% (n = 270,000); in the data active = activation above about 40%;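 also: 0% = vehicle and 100% = reference agonist at the receptor; some compounds past the cut are filed as inactive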
mcGAS lum – inhibitors of mouse cGAS. inhibition, % at 12.5 µM. recombinant cGAS, Kinase-Glo ATP depletion luminescence. AID 1259399. actives 0.15% (n = 160,000). Q8C6L5;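 also: 0% = negative control wells and 100% = reference inhibitor with no enzyme activity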
hcGAS lum – inhibitors of human cGAS | inhibition, % at 12.5 µM | recombinant h-cGAS, ATP depletion, Kinase-Glo luminescence | actives 0.081% (n = 290,000);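 also: 0% = vehicle reaction and 100% = reaction without DNA for no activity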
Target sequence (Q8N884 whole entry, looked up): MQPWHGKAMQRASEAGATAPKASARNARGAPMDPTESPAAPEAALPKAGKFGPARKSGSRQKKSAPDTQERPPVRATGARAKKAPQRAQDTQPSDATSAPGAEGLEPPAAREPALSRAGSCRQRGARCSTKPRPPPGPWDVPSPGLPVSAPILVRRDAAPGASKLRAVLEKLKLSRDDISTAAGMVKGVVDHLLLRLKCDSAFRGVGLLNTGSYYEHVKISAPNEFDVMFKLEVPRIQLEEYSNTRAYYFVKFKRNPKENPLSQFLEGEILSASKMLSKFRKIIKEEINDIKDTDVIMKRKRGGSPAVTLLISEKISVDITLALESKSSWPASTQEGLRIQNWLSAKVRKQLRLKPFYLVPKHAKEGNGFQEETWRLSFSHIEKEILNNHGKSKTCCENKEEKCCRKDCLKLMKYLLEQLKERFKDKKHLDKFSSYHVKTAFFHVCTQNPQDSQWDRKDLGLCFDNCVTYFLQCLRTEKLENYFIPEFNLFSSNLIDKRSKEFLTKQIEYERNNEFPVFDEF
Starred values were filed as active, the others as inactive; / = not tested or not shown. Rule as the data show it, unless noted: active = inhibition above about 40%; inactive = the rest.

SMILES	NPYLR7 agonist	mcGAS lum	hcGAS lum
O=C(Nc1ccccc1)c1ccc(Br)c(S(=O)(=O)N2CCOCC2)c1	-9	-4	10
COc1ccc(NC(=O)c2csnn2)c(NC(=O)C(C)C)c1	11	/	-2
CCCC(=O)Nc1ccc(CC(=O)NCc2cnc(C)cn2)cc1	5	/	-10
COc1cc(CN2CCCC(CCc3ccc(F)cc3)C2)ccc1O (centres undefined)	-11	/	-1
O=C(NCCc1ccccc1)N1CCN(S(=O)(=O)c2ccccc2Cl)CC1	-4	-1	-1
C1CCC(OCCCNC2C3CC4CC(C3)CC2C4)CC1 (centres undefined)	8	/	-1
CC(N)c1csc(Nc2nncc3ccccc23)n1 (centres undefined)	-2	-1	2
CCc1cc2c(=O)n(Cc3nn4c(=O)cc(C)nc4s3)cnc2s1	4	/	-6
CC1=Nc2cc(C)c(C)cc2NC(=O)C1	-4	/	-3
COc1ccc(Cn2ccnc2CN(C(=O)c2ccc(F)cc2)C(C)C)cc1	-2	-1	8

Next section; it opens with the two that closed the last part.
SMILES	NPYLR7 agonist	mcGAS lum	hcGAS lum
CC1=Nc2cc(C)c(C)cc2NC(=O)C1	-4	/	-3
COc1ccc(Cn2ccnc2CN(C(=O)c2ccc(F)cc2)C(C)C)cc1	-2	-1	8
O=C(c1n[nH]c2c1CCCC2)N1CCCC(c2[nH]ncc2Cc2ccccc2)C1 (centres undefined)	1	-9	-1
CCc1cccc2c(C(CC(=O)NCCN3CCOCC3)c3cccc(OC)c3OC)c[nH]c12 (centres undefined)	2	-4	-1
COc1ccccc1NC(=O)NCCNc1ccc(Nc2cc(C)ccn2)nn1	9	/	-8
CCOC(=O)CCC(=O)N1CCCN(c2nc(Cc3ccc(C)cc3)nc3onc(-c4cccnc4)c23)CC1	23	-4	-4
CCOC(=O)c1cc(-c2ccc(N3CCN(C(=O)C(OC(C)=O)c4ccccc4)CC3)cc2)n(-c2ccc(OC)cc2)n1 (centres undefined)	17	-8	-8
Cn1c(=O)c2c(nc(NCCO)n2Cc2ccccc2)n(C)c1=O	3	/	-9
O=C(c1cc2nc3c(c(C(F)(F)F)n2n1)CCc1ccccc1-3)N1CCN(c2ccccc2)CC1	7	-6	-10
O=C1OC(c2ccccc2F)C(=C(O)c2ccccc2)C1=O (centres undefined)	20	-1	-6
O=C(C1CCC1)N1CCCC(OCc2cc(F)ccc2F)C1 (centres undefined)	-5	/	7
CC(C)(C)CC(C)(C)Nc1c(-c2ccc(OC(=O)c3ccc(Cl)c(Cl)c3)cc2)nc2ccccn12	1	-4	-1
Cc1cc(C2=[N+]([O-])C(C)(C)C(c3ccc(F)c(C)c3)=[N+]([O-])C2(C)C)ccc1F	9	/	-2
CN(CCC(O)c1ccccc1)C(=O)c1cccc(F)c1 (centres undefined)	2	-2	10
COc1cc(=O)n(-c2ccc(F)cc2)nc1C(=O)Nc1nc2ccccc2s1	10	-5	-5
Cc1ccc(S(=O)(=O)NCCC(=O)NC(C)(C)C)c(C)c1N(C)S(C)(=O)=O	-12	1	6
CN(C)CC(=O)N1CCCCC1CCc1ccccn1 (centres undefined)	8	/	-4
O=C(Nc1nccs1)c1ccccc1C(=O)c1ccc2c(c1)OCCO2	4	-6	-8
Cc1ccc2occ(C3Nc4ccccc4N=C4CC(c5ccccc5)CC(=O)C43)c(=O)c2c1 (centres undefined)	1	-6	-5
COC(=O)c1cc(Cl)c2c(c1)CC(CNC(=O)c1ccc(Cl)cc1Cl)O2 (centres undefined)	28	-8	-7
CC(C)N(Cc1cccc(Cl)c1)Cc1cnn(C)c1	-2	/	-9
O=C1C(C(c2cccc(Cl)c2)N2CCC3(CC2)OCCO3)Sc2nc(-c3ccco3)nn21 (centres undefined)	-4	-6	-5

4 compounds from above, showing only hcGAS lum.
SMILES	hcGAS lum
Cc1ccc2occ(C3Nc4ccccc4N=C4CC(c5ccccc5)CC(=O)C43)c(=O)c2c1 (centres undefined)	-5
CN(CCC(O)c1ccccc1)C(=O)c1cccc(F)c1 (centres undefined)	10
Cc1ccc(S(=O)(=O)NCCC(=O)NC(C)(C)C)c(C)c1N(C)S(C)(=O)=O	6
O=C1C(C(c2cccc(Cl)c2)N2CCC3(CC2)OCCO3)Sc2nc(-c3ccco3)nn21 (centres undefined)	-5

Continued.
SMILES	NPYLR7 agonist	mcGAS lum	hcGAS lum
CC1ON=C(C2CC2)N(Cc2cccc(F)c2)C1=O (centres undefined)	7	/	0
CCCc1[nH]nc2c1C(c1c(F)c(F)c(F)c(F)c1F)C(C#N)C(=N)O2 (centres undefined)	2	/	-2
COC(=O)Cn1c(=NC(=O)c2ccnn2C)sc2cc(C(C)C)ccc21	/	-10	-10
COC(=O)CCCC(=O)N1CCC(CCc2ccc(-c3ccccc3)cc2)CC1	2	-8	-8
O=C(CN1CCCCC1)NCC1CCN(Cc2ccccn2)CC1	0	-4	5
O=C(C1CC1)N1CCC(n2cnc3ccc(F)cc32)CC1	/	-6	-9
CCOC(=O)c1ccc2c(c1)nc(SCc1c(F)c(F)c(OC)c(F)c1F)n2CCc1ccc(OC)cc1	3	-8	-8
O=C1CCCc2c1nn(-c1ccccc1)[n+]2[O-]	-12	/	-7
Cc1ccc(S(=O)(=O)N2CCOC2CNC(=O)C(=O)NCCCN(C)C)cc1 (centres undefined)	-3	/	-6
COc1cc(CNC(=O)Nc2ccc(C)c(F)c2)ccn1	1	/	-7
O=C(CCS(=O)(=O)c1ccccc1)Nc1nnc(-c2ccco2)o1	1	-6	-4
Cc1c(NC(=O)COC(=O)C(C#N)=Cc2ccc(N(C)C)cc2)c(=O)n(-c2ccccc2)n1C	50*	-6	-5
CN1CCN(C(=O)C2CC(=O)N(C3CCCCC3)C2)CC1 (centres undefined)	7	/	-4
COCCCN(CC(=O)Nc1cc(C(C)(C)C)nn1-c1ccccc1Cl)C(=O)Nc1cccc(C(F)(F)F)c1	28	-4	2
CCCc1c(C(=O)N2CCNC(=O)C2CC(=O)OCC)cnn1-c1ccccc1 (centres undefined)	4	-2	-4
CN(C)/C=C/c1c(C#N)c(=O)ncn1Cc1ccccc1	0	/	-6
Fc1ccccc1Cc1noc(CNCc2cn3cccnc3n2)n1	6	/	-11
C=CCn1c(SCc2nc(C(=O)OCC)cs2)nnc1-c1ccccc1F	/	-7	-8
CCOc1ccc(C(=O)Nc2c(N)nc(SCC(=O)O)[nH]c2=O)cc1	0	-8	4
COc1cccc(C(=O)NCC2CCCN(C(=O)c3cnsn3)C2)c1OC (centres undefined)	11	/	-10
CCOC(=O)CCNC(=O)N1CCC(CCC(=O)Nc2cccc(OC)c2)CC1	2	/	-4
C=CCN(CC=C)C(=O)CSc1nnc(-c2ccccc2Cl)n1-c1ccccc1Cl	/	-8	-2
CCOCCn1c(=O)c2c(nc3n(CCc4ccccc4)c(C)cn23)n(C)c1=O	4	/	-7
Cc1cc(C(C)(C)C)cc(C)c1CCNC(=O)Cn1cc(C#N)c(=O)c2ccccc21	-1	-14	-5
Cn1cc(OCc2ccccc2)c(=O)cc1C(=O)NCc1ccc(S(N)(=O)=O)cc1	5	/	-11
Cc1sc2nc(C(C)C)nc(N3CCN(C(=O)NC4CCCCC4)CC3)c2c1C	-7	-4	-5
O=C(NCCn1cccn1)c1ccc(CC2CCCNC2)cc1 (centres undefined)	1	-7	-2
Cc1c(C#N)sc(N)c1C#N	2	/	-5
CCOC(=O)C1CCCN(C(=O)c2nn(-c3ccc(OC)cc3)c(=O)n(Cc3cccc(OC)c3)c2=O)C1 (centres undefined)	8	-4	-2
O=C(Nc1ccc(-c2nc3ccccc3o2)cc1)c1ccccc1Br	-6	-3	-4

Random excerpt: 4 records from the list
SMILES	NPYLR7 agonist	mcGAS lum	hcGAS lum
Cn1cc(OCc2ccccc2)c(=O)cc1C(=O)NCc1ccc(S(N)(=O)=O)cc1	5	/	-11
CCOC(=O)CCNC(=O)N1CCC(CCC(=O)Nc2cccc(OC)c2)CC1	2	/	-4
CCOCCn1c(=O)c2c(nc3n(CCc4ccccc4)c(C)cn23)n(C)c1=O	4	/	-7
CCOC(=O)C1CCCN(C(=O)c2nn(-c3ccc(OC)cc3)c(=O)n(Cc3cccc(OC)c3)c2=O)C1 (centres undefined)	8	-4	-2

Following part:
SMILES	NPYLR7 agonist	mcGAS lum	hcGAS lum
CCOc1ccc(-c2ccc(=O)n(CCNS(=O)(=O)c3ccccc3C(F)(F)F)n2)cc1	-1	-11	-7
CCOc1ccc(CC(=O)Nc2c(C)nc3ccc(C)cn3c2=O)cc1	3	/	-9
CC(C(=O)c1ccc(Cl)cc1Cl)n1c[n+](N)cn1 (centres undefined)	-10	/	-2
CC(=O)c1ccc(-c2ccc(Br)s2)cc1	1	-6	-9
COc1ccc(C2(C(=O)N3CCCC(O)(CN(C)C)C3)CCCC2)cc1 (centres undefined)	-5	-13	-2
Cc1ccc(CSc2ccc(-c3ccccn3)nn2)cc1	9	-8	-8
COc1ccccc1NC(=O)C(C)S(=O)(=O)Cc1cc(=O)n(C)c(=O)n1C (centres undefined)	13	/	-7
CCCc1cc(=O)[nH]c(-n2nc(C)cc2NC(=O)c2ccc(OCC)cc2)n1	13	-7	-9
Cc1cc2c(cc1CN1CCC(CNC(=O)NC(C)C)C1)OCO2 (centres undefined)	-1	/	2
COc1ccc(C(=O)N2CCN(C(=O)CCCSc3nnc(-c4ccco4)n3-c3ccccc3C)CC2C)cc1 (centres undefined)	3	-4	-2

Ordered by formula weight (descending): some entries from above
SMILES	NPYLR7 agonist	mcGAS lum	hcGAS lum
COc1ccc(C(=O)N2CCN(C(=O)CCCSc3nnc(-c4ccco4)n3-c3ccccc3C)CC2C)cc1 (centres undefined)	3	-4	-2
CCOc1ccc(-c2ccc(=O)n(CCNS(=O)(=O)c3ccccc3C(F)(F)F)n2)cc1	-1	-11	-7
CCCc1cc(=O)[nH]c(-n2nc(C)cc2NC(=O)c2ccc(OCC)cc2)n1	13	-7	-9
CCOc1ccc(CC(=O)Nc2c(C)nc3ccc(C)cn3c2=O)cc1	3	/	-9
Cc1cc2c(cc1CN1CCC(CNC(=O)NC(C)C)C1)OCO2 (centres undefined)	-1	/	2
CC(C(=O)c1ccc(Cl)cc1Cl)n1c[n+](N)cn1 (centres undefined)	-10	/	-2

Further entries.
SMILES	NPYLR7 agonist	mcGAS lum	hcGAS lum
Cc1cccc(Cn2c(=O)c(C(=O)NCc3ccncc3)nn(-c3ccc(F)cc3)c2=O)c1	-9	0	-3
Cc1nnc(NC(=O)CSc2nnc(NC(=O)COc3ccccc3)s2)s1	-5	2	-1
CC1CC(C(F)(F)F)=NN1CC(=O)Nc1ccc(Oc2ccccc2)cc1 (centres undefined)	-5	2	-1
CCOC(=O)N1CCC(NC2CCN(c3ccc(NC(=O)c4ccccc4F)cc3)CC2)CC1	14	-9	-1
Cc1cccnc1C(c1ccc(F)cc1)N(C)C(=O)C1CCN(CCc2ccc(Br)cc2)CC1 (centres undefined)	5	-4	-4
COc1ccc(NC(=O)Nc2ccc(Nc3cc(-n4cccn4)ncn3)cc2)cc1Cl	-7	-8	-8
Cn1nc(CC2CCN(C(=O)c3cccnn3)CC2)n(-c2ccccc2)c1=O	10	-12	-7
Cc1csc(C(C#N)C(=O)c2cnn(C)c2-n2c(C)ccc2C)n1 (centres undefined)	8	/	-14
CC(C)C(=O)N1CCN(C(=O)C(C)SCC(=O)Nc2ccc(F)cc2)CC1 (centres undefined)	-4	-5	-1
COCCN(CC(=O)N(CCc1c[nH]c2ccccc12)Cc1ccccc1)C(=O)c1cc(C(F)(F)F)cc(C(F)(F)F)c1	3	-6	-4
COc1ccc(-c2c[n+]3c(n2-c2ccccc2)SCC3)cc1OC	7	/	-3
CNc1ncc(CN(C)c2nccc(N3CCC(O)C3)n2)cn1 (centres undefined)	/	-11	-9
Cc1cccc(-n2nnc3c(=O)n(CC(=O)NCc4ccc5c(c4)OCO5)cnc32)c1	-5	-10	-7
O=C(NC1CCCCC1)c1cccnc1SC1CCCC1	5	/	-14

From PubChem BioAssay
